Compound activity as filed in PubChem.
KLF5 inh: inhibitors of KLF5 expression; inhibition, % at 5 µM; 290,000 tested, 0.23% active; DLD-1 KLF5 promoter-luciferase reporter, luminescence;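 active = inhibition above a per-plate limit of that plate's mean compound inhibition plus 3 SD, cut at about 60% in these data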;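 also: 0% = DMSO wells and 100% = LY294002 at 200 µM; higher means less KLF5 promoter-driven luciferase light; inactives centre near -14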
HDAC3 inhib: inhibitors of human histone deacetylase 3; O15379; recombinant HDAC3, fluorogenic peptide/trypsin coupled, fluorescence; inhibition, % at 8.3 µM; 320,000 tested, 0.15% active; AID 2718; in the data active = inhibition above about 26%, passing the limit was not always enough; inconclusive = no clear call, values can overlap the other calls
Target sequence (O15379 whole entry, looked up): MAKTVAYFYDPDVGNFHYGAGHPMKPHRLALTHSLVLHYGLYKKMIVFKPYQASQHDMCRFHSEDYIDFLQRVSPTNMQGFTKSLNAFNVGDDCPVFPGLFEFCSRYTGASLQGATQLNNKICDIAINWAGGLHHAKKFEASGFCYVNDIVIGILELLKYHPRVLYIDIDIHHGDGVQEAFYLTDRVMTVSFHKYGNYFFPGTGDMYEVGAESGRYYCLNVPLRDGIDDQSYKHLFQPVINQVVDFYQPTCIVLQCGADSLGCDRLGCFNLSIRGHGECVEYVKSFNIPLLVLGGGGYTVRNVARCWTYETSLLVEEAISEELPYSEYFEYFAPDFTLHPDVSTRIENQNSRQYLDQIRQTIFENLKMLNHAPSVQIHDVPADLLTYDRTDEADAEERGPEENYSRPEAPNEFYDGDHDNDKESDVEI
HSF1 inhib: HSF1 inhibition; NIH3T3-HGL HSE-luciferase, MG132-induced, luminescence 8 h; hits give low values; activity change, negative = inhibition, % at 7.5 µM (by protocol); 300,000 tested, 0.77% active;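 active = more than half of replicate wells show activity change below -50%, luminescence cut by over half; inconclusive = some wells, but at most half, below -50%; inactive = no replicate well below -50%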;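 also: luciferase reports HSF-1 transcriptional activity via heat shock element; 0% = median of DMSO wells and -100% = zero luminescence signal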
HIF act: HIF pathway transcriptional activation; U2OS HRE-luciferase reporter, luminescence; normalized: DMSO 0%, desferrioxamine 100%; activation, % at 7.5 µM (by protocol); 300,000 tested, 0.32% active;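 active = mean activation of at least 10% of the iron chelator positive control signal, with at least half of replicates also reaching 10%; inconclusive = mean and replicate majority disagree about reaching 10%; inactive = mean and most replicates under 10%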
AI-2 QS modul: modulates the Vibrio harveyi AI-2 quorum sensing system; Vibrio harveyi JMH597 AI-2 luminescence/OD600 ratio, 9 h; hits give low values; strain lacks LuxN and CqsS sensors; 0 = neutral-control median; activity change, % at 7.5 µM; 300,000 tested, 0.4% active; AID 2094; in the data active = activity change below about -75%, passing the limit was not always enough; inconclusive = no clear call, values can overlap the other calls;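 also: luminescence divided by OD600 gain over 9 h not by final OD600 alone; inactives centre near 13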
IEC-6 tox: IEC-6 cytotoxicity, counter-screen for KLF5 inhibitors; luminescence viability; inhibition, % at 5 µM; 290,000 tested, 0.78% active; in the data active = inhibition above about 22%;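 also: 0% = plate median of test compound wells and 100% = cytotoxic reference compound wells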
HSP90 refold inh: inhibitors of HSP90 luciferase refolding in rabbit reticulocyte lysate. inhibition, % at 5.6 µM. luciferase refolding luminescence, 3 h. 290,000 tested, 0.91% active;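 active = inhibition above the screen-wide mean plus 3 SD, computed separately per campaign, cut at about 16% in these data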;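 also: 0% = DMSO wells and 100% = 60 µM geldanamycin wells; inhibitors lower the luminescence because luciferase stays unfolded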
aSyn UTR inh: 5' untranslated region of α-synuclein, MLPCN primary screen; 300,000 tested, 0.82% active; inhibition, % (tested at 7.5 µM); alpha-synuclein 5'UTR reporter, inhibitor activity; in the data active = inhibition above about 60%; inconclusive = no clear call, values can overlap the other calls;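 also: H4 neuroglioblastoma cells stably carrying SNCA 5'UTR luciferase fusion; 0% = DMSO wells and 100% = positive control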
HSF1 activator: increases HSF-1 driven luciferase reporter signal. NIH3T3-HGL HSF-1 luciferase reporter, MG132, 8 h; 100% = twice DMSO control signal. activation, % at 9 µM. 300,000 tested, 1.7% active. AID 504408;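 active = mean replicate activation of at least 50% with a set share of replicates each reaching 50%; inconclusive = only one of those two conditions met; inactive = mean below 50% and too few replicates reaching it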;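 also: 0% = median of the neutral control wells and 100% = twice that signal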
Platelet DG rel: modulates dense granule release in human platelets | human platelet-rich plasma, SFLLRN dense granule ATP release, luminescence | 300,000 tested, 0.22% active | inhibition, %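 (compounds screened at 7.5 µM in platelet-rich plasma)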;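 active = mean replicate score, as percent of positive control, at or above 50; inconclusive = mean below 50 but at least one replicate at or above 50; inactive = mean and every replicate below 50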
* hit, by the source's call; ? = inconclusive; . = not tested or not shown. Rows are unselected; any-hit rate near 5%.

SMILES	KLF5 inh	HDAC3 inhib	HSF1 inhib	HIF act	AI-2 QS modul	IEC-6 tox	HSP90 refold inh	aSyn UTR inh	HSF1 activator	Platelet DG rel
CC(=O)Nc1ccc(Nc2cc(C)nc3c(-c4ccc(Cl)cc4)cnn23)cc1	-60	-20	-10	0.4	31	10	-2	-3	-19	-3
CCn1c(C)cc(/C=C2/SC(=S)N(CC(=O)O)C2=O)c1C	-2	11	?	0.1	10	3	0	23	-37	14
Cn1c(=O)c2c(nc(NCC3CCCO3)n2Cc2cccc(Br)c2)n(C)c1=O (stereo unspecified)	-10	5	-5	-0.2	2	-4	1	12	-9	0
COc1ccc(C(c2c(C)[nH]n(-c3ccccc3)c2=O)c2c(C)[nH]n(-c3ccccc3)c2=O)cc1OC	-18	4	26	0.2	9	0	22*	-9	70*	0
Cc1ccc(C)c(NC(=O)CCc2ccc(S(=O)(=O)NC3CCCCC3)cc2)c1	-6	2	23	-0.2	6	-3	0	14	12	3
NC(N)=Nc1nc2ccccc2o1	-21	2	3	-0.3	16	1	2	-18	2	-2
O=c1[nH]c(Cc2ccccc2)nc2ccccc12	-9	-1	-13	-0.6	13	1	3	-5	-3	-11
Cn1cccc1Cc1nnc(SCC(=O)NC2CCCC2)n1CCc1ccccc1	-20	4	2	-0.4	106	-8	-4	20	1	1
Cc1cccc(C(=O)N2CCN(c3ccc(C(F)(F)F)cn3)CC2)c1C	-18	2	3	-0.4	20	3	38*	13	-9	-4
CC1=CC2=NC(=O)/C(=C\c3cccn3CCOc3ccccc3C)C(=N)N2O1	3	3	2	-0.4	4	3	-3	-23	16	5
CCOC(=O)C1CCN(C(=O)CSc2ccc(Cl)cc2)CC1	-38	5	14	0.4	16	6	0	-19	-4	-2
CCN(C(=O)C1CCN(S(=O)(=O)c2cccc3nonc23)CC1)c1ccccc1	-49	2	0	-0.2	10	-5	0	7	-19	-3
Cc1cnc(CN2CCc3c([nH]c4ccccc34)C2CC(C)C)[nH]1 (stereo unspecified)	-18	-5	-3	0.0	40	0	1	20	-2	-3
COc1ccc(/C(N)=N/OC(=O)c2cccc([N+](=O)[O-])c2C)cc1OC	-1	-7	-4	0.7	13	1	-3	-54	10	4
CC(=O)Nc1ccc(NC(=O)CS(=O)(=O)c2cn(CC(=O)N3CCCC3)c3ccccc23)cc1	-36	8	0	-0.1	17	4	5	18	-13	7
Cc1ccccc1CNC(=O)CCc1ccccc1	-46	-7	-11	0.2	-11	-4	-2	-47	2	-10
CCCOc1nc(N)c(C#N)c(-c2ccccc2F)c1C#N	11	.	-10	0.5	7	-1	4	30	-8	3
CC(=O)c1cc2c(cc1NC(=O)C1CC1)OCO2	-14	3	2	0.5	-1	-2	7	39	18	4
CCCNC(=O)c1ccccc1NC(=O)COc1ccc(OC)cc1	14	3	.	.	12	-7	-2	.	.	-2
O=C(CSc1ncnc2nc[nH]c12)N1CCOCC1	-10	-1	-5	0.0	19	-6	2	-14	3	-3
CCOC(=O)Cn1ncc(-c2ccccc2)c1N	-40	0	-9	1.8	-20	-2	2	-129	-14	-2
C=CCNc1nc(N)c([N+](=O)[O-])c(N2CCCCCC2)n1	-12	12	-4	-1.2	12	-4	3	69*	-10	-2
CCCCOc1ccccc1C1CC(=O)NC2=C1C(=O)CCC2 (stereo unspecified)	57	2	-12	0.5	8	84*	-1	94*	-5	0
COc1ccc(/C=C2\SC(=O)N=C2N)cc1OC	-20	-4	-9	0.4	35	7	-1	11	1	7
COc1ccc(OC)c(Nc2ncnc3ccc(Br)cc23)c1	14	3	-31	-3.0	18	5	-4	18	-37	-2
CCOc1ccc(CCNC(=O)COC(=O)c2cccc(OC)c2O)cc1OCC	-14	3	0	0.5	6	1	3	23	6	11
CCNC(=S)Nc1ccc(Cl)c(C(F)(F)F)c1	4	-1	27	-0.4	16	6	1	-1	21	-72
CSc1sc(-c2ccnc(SCC(=O)C(C)(C)C)n2)c2c1C(=O)CC(C)(C)C2	4	-3	-8	-0.1	31	-12	2	-21	3	-16
O=C(c1ccc(Cl)c(S(=O)(=O)N2CCCCC2)c1)N1CCN(Cc2ccccc2)CC1	-16	4	-1	-0.2	26	-5	-2	-6	14	10
Cc1ccc(C(=O)Nc2cccc(C(F)(F)F)c2)cc1Nc1cncnc1	0	-3	-9	-0.4	26	-4	-3	-11	-5	-3
COc1ccc(OCC(=O)Nc2ccccc2O)cc1	-12	-1	34	2.6	-46	0	3	-160	75*	0
COc1ccc(C(=O)CSc2cc(C)nc(SCC(=O)c3ccc(C)cc3)n2)cc1	9	-3	-11	-0.1	32	4	1	-9	5	20
CC(=O)N(C(C)=O)N1C(=O)C2C3c4ccccc4C(c4ccccc43)C2C1=O (stereo unspecified)	16	5	6	-1.2	3	0	0	22	38	15
CC(C)(C)NC(=O)CN1CCC(NC(=O)C23CC4CC(CC(C4)C2)C3)CC1	-19	-6	-7	0.1	29	4	4	8	-11	-1
Cc1cccc(OCC(=O)NNC(=O)c2cccs2)c1	1	-6	-1	0.0	-39	-1	-2	-9	3	-7
Cn1c(-c2ccco2)nc2cc3ccccc3cc21	-145	-38	-9	-1.3	24	14	38*	51	-1	66*
CC(C)(C)c1cc(N)on1	-1	-4	-2	-0.3	10	3	2	4	19	4
CCOC(=O)n1n[n+]([O-])c2ccccc21	-5	5	-11	-0.8	-8	2	0	20	-12	-12
CCOC(=O)c1cnc2c(ccc3ccccc32)c1NCCCN(C)C	-55	-7	14	7.3	-1	0	-3	-358	18	6
COc1ccc(CCNC(=O)/C(C#N)=C2\N=C(NC(=O)c3cccs3)c3ccccc32)cc1	-29	0	3	0.9	34	3	4	-21	17	7
Cc1ccc(NC(=O)CSc2nnc3ccccn23)cc1S(=O)(=O)N1CCOCC1	4	-2	1	0.0	14	6	2	13	0	8
CCOC(=O)N1CCN(Cc2nc(-c3ccccc3)no2)CC1	-33	6	3	0.9	3	0	-1	-47	24	4
Cc1cc(/C=N/NC(=O)CC#N)c(C)n1-c1ccc([N+](=O)[O-])cc1	5	-13	-5	0.2	9	3	1	11	5	1
CC(=O)N1c2ccc(S(=O)(=O)N3CCCCC3)cc2CC1C(=O)Nc1cccc(C)c1 (stereo unspecified)	-8	-8	-2	-0.9	11	2	-5	9	0	1
CCOC(=O)Nc1cccc(NC(=O)c2ccccc2F)c1	-25	-3	6	-0.9	5	7	2	-19	-3	8
CC(C)(C)NC(=O)C(=O)N/N=C/c1ccc(F)cc1	31	2	-2	0.3	7	7	-1	-31	13	1
CC(C)N(C(=O)N1CCN(c2ccnc3cc(Cl)ccc23)CC1)C(C)C	-20	.	-5	-0.2	23	-5	-1	7	0	-5
O=C(CSC(=S)N1CCN(c2ccccc2)CC1)Nc1nc(-c2ccccc2)c(-c2ccccc2)o1	-13	-6	.	0.4	13	5	3	20	.	12
CCOC(=O)N1CCN(S(=O)(=O)c2ccc(C)cc2)C1c1ccccc1 (stereo unspecified)	-26	4	6	-0.2	5	4	1	-14	8	2
CCCCC(=O)Nc1ccc(NC(=O)c2ccc([N+](=O)[O-])cc2)cc1OC	-18	-4	4	-0.2	6	-4	-2	3	-7	-9
O=C(C1=C[C@H](C2CC2)C[C@H](OCCCCO)O1)N1CCN(Cc2ccc3c(c2)OCO3)CC1	-33	-2	2	0.2	5	-7	17*	13	15	4
CC(C)n1c(SCC(=O)c2ccc3c(c2)OCCO3)nc2c1c(=O)n(C)c(=O)n2C	.	9	-7	0.1	37	.	.	17	8	-2
CCCCCC1CC(=O)N(Cc2ccccc2)C(=O)N1 (stereo unspecified)	2	-5	8	0.0	8	4	0	-7	7	-13
COc1cc(NC(=O)CSc2nnc(C)s2)cc(OC)c1	-11	1	-2	0.0	-5	-3	-4	14	-8	-4
Oc1ccc(/C=N/N2CCN(C3c4ccccc4-c4ccccc43)CC2)cc1	-30	.	-8	-0.2	21	0	3	-8	-9	-1
Cc1cc(C(=O)CN2C(=O)c3ccccc3C2=O)c(C)n1C1CC1	-48	-4	8	0.4	19	3	-2	-47	5	4
Cc1ccc2cccc(OCc3ccc(Br)cc3)c2n1	-28	-2	7	-3.1	20	6	-1	8	21	-9
O=C(CCS(=O)(=O)c1ccccc1)Nc1nc(-c2ccccn2)cs1	-18	4	-24	-0.9	23	0	1	-56	-39	1
O=C(NCc1ccco1)c1cc(C(=O)C2CCCCC2)c[nH]1	-26	1	18	0.4	7	-1	-2	11	32	0
Cc1nc2cc(NC(=O)N3CC4(C)CC3CC(C)(C)C4)ccc2n1C (stereo unspecified)	-19	-1	-10	0.0	2	6	2	-36	4	-3

Profiles from above. Order of screens: KLF5 inh, HDAC3 inhib, HSF1 inhib, HIF act, AI-2 QS modul, IEC-6 tox, HSP90 refold inh, aSyn UTR inh, HSF1 activator, Platelet DG rel
Shown for `CCOC(=O)N1CCN(S(=O)(=O)c2ccc(C)cc2)C1c1ccccc1` (stereo unspecified) : -26, 4, 6, -0.2, 5, 4, 1, -14, 8, 2
Shown for `O=C(CCS(=O)(=O)c1ccccc1)Nc1nc(-c2ccccn2)cs1` : -18, 4, -24, -0.9, 23, 0, 1, -56, -39, 1
Shown for `O=C(CSC(=S)N1CCN(c2ccccc2)CC1)Nc1nc(-c2ccccc2)c(-c2ccccc2)o1` : -13, -6, ., 0.4, 13, 5, 3, 20, ., 12
Shown for `O=C(C1=C[C@H](C2CC2)C[C@H](OCCCCO)O1)N1CCN(Cc2ccc3c(c2)OCO3)CC1` : -33, -2, 2, 0.2, 5, -7, 17*, 13, 15, 4

(listing goes on)
SMILES	KLF5 inh	HDAC3 inhib	HSF1 inhib	HIF act	AI-2 QS modul	IEC-6 tox	HSP90 refold inh	aSyn UTR inh	HSF1 activator	Platelet DG rel
CC(C)c1ccccc1OCC(=O)NC1CCCc2ccccc21 (stereo unspecified)	-5	-2	-20	-0.3	25	1	-6	22	-38	-3
CCOc1ccccc1NC(=S)NC(=O)c1ccco1	-16	.	8	2.0	-6	6	2	-29	8	-9
COCCNC(=O)CN(C(=O)Cn1nnc2ccccc21)c1cccc(C)c1C	-8	?	2	-0.3	11	-5	-2	15	5	6
Cc1csc(NC(=O)CSCc2c(C)noc2C)n1	.	0	0	-0.3	10	.	.	-6	-2	-59
COc1ccc(CCNC(=O)CCCOc2ccc(C)cc2)cc1OC	-35	6	-5	0.1	20	2	0	-2	-12	13
CCn1c(=O)c(C(C)=O)c(O)c2ccccc21	-34	-3	-3	-0.4	-1	1	0	10	-1	2
Cc1cc(C)c2cc(CNC3CCCC3)c(Cl)nc2c1	-6	-5	-5	-1.0	14	5	-1	19	1	-5
CN(C)CCOc1ccc(C(C)(C)c2ccccc2)cc1	-14	3	-1	0.2	1	-8	-1	-10	20	4
O=C(NCCN1CCCCC1)Nc1ccccc1Cl	-10	-7	-83*	2.8	1	2	6	-3	-86	6
Cc1ccc(NP(=O)(Nc2ccc(C)cc2)Nc2ccc(C)cc2)cc1	1	3	-1	-1.0	5	-2	5	22	-15	-2
O=S(=O)(NCC(c1ccco1)N1CCc2ccccc2C1)c1ccc(Br)cc1 (stereo unspecified)	.	3	12	0.4	-12	.	.	-3	19	3
COc1ccc(-n2c(=O)c3c4c(sc3n(CC(=O)NCc3ccco3)c2=O)CCC4)c(OC)c1	1	-2	5	0.0	1	-6	-3	23	-6	3
C=CCN(Cc1nc(-c2ccccc2)no1)C(=O)c1ccc2c(c1)OCO2	-26	1	-30	0.2	13	1	1	5	-48	-7
